Screening results as filed in PubChem.
GPR55 LPI antagonism: GPR55 antagonists blocking LPI-driven arrestin recruitment, primary screen, imaging, U2OS, beta-arrestin-GFP, LPI agonist (AID 2013). U2OS GPR55 beta-arrestin-GFP translocation imaging, LPI antagonism; higher % means a stronger effect. inhibition, % at 10 µM; hits with a dose series show IC50 in µM. 290,000 compounds, 0.13% hits;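 active = spots per cell inhibited over 60%, with over 100 cells counted and total cytoplasm intensity under 500,000; inconclusive = wells with under 100 cells, flagged as likely toxic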;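 also: U2OS cells stably carrying GPR55 and arrestin-GFP stimulated by 5 µM LPI near EC80; imaged beta-arrestin-GFP aggregate spots per cell after agonist stimulation; plate controls were LPI-stimulated DMSO wells for no effect and DMSO wells without LPI for full effect; some results filed as inactive read as strong as hits; confirmed hits need IC50 under 10 µM and bright autofluorescent wells are also inconclusive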
KOR beta-arrestin-1: kappa opioid receptor blockers – cell-based, luminescence, uHTS (AID 1778) | inhibition, % at 10 µM, or IC50 in µM where a hit was titrated | KOR beta-arrestin recruitment, luminescence, antagonist mode; higher % means a stronger effect | 290,000 compounds, 0.091% hits; in the data active = inhibition above about 50%; also: strong numbers were not always called active
SIAH1 antagonists: Siah-1 peptide-binding antagonists, primary screen, biochemical, fluorescence polarization, rhodamine-plectin, uHTS (AID 1817); Siah-1 / rhodamine-plectin peptide fluorescence polarization; higher % means a stronger effect; displacement, % at 20 µM; hits with a dose series show IC50 in µM; 290,000 compounds, 0.02% hits;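 active = displacement of at least 50% at 20 µM, with a fluorescence ratio check between 0.3 and a set limit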;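 also: plate controls were Siah plus tracer with DMSO for no effect and tracer alone without Siah for full effect; strong numbers were not always called active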
NOD1 NF-kB reporter: inhibition of NOD1-driven NF-kB reporter – cell-based, luminescence, uHTS, primary screen (AID 1578). NOD1-driven NF-kB luciferase reporter cells, luminescence; higher % means a stronger effect. one-dose inhibition, % at 4 µM; EC50 in µM for titrated hits. 290,000 compounds, 1% hits; in the data active = inhibition mostly above about 36%, no sharp cut-off; inactive = mostly below about 34%;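 also: HEK-293T reporter cells stimulated with the NOD1 agonist gamma-tri-DAP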
KOR beta-arrestin-2: KOR agonists, beta-arrestin recruitment, primary screen, cell-based, luminescence, uHTS (AID 1777); KOR beta-arrestin recruitment, luminescence; higher % means a stronger effect; one-dose activation, % at 10 µM; EC50 in µM for titrated hits; 280,000 compounds, 0.02% hits; in the data active = activation above about 50%, passing the limit was not always enough; also: a part of the inactive calls stands beside numbers as strong as those of hits
GPR35 arrestin U2OS: GPR35 antagonists blocking zaprinast-driven arrestin recruitment, primary screen, imaging, U2OS, beta-arrestin-GFP, zaprinast agonist (AID 2058); U2OS GPR35 beta-arrestin-GFP translocation imaging, zaprinast antagonism; higher % means a stronger effect; inhibition, % at 10 µM; hits with a dose series show IC50 in µM; 290,000 compounds, 0.052% hits;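 active = inhibition of at least 50% with at least 30 cells and total cytoplasm GFP at most 10,000,000; inconclusive = under 30 cells or total GFP of 10,000,000 plus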
GPR55 activation: selective activators of receptor GPR55 – imaging, U2OS cells, beta-arrestin-GFP redistribution, primary screen (AID 1961). activation, % at 10 µM; hits with a dose series show EC50 in µM. 290,000 compounds, 0.048% hits. U2OS GPR55 beta-arrestin-GFP redistribution imaging; higher % means a stronger effect;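 active = activation above 40% with more than 50 cells counted in the well; inconclusive = wells holding fewer than 50 cells, flagged as toxic or sparse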;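 also: U2OS osteosarcoma cells stably expressing GPR55 and beta-arrestin-GFP; plate controls were DMSO negative control for no effect and LPI positive control for full effect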
AID2073: inhibitors of Mint1-CaV2.2 protein interaction, biochemical, HTRF (AID 2073) | HTRF protein-protein interaction, Mint1-CaV2.2; higher % means a stronger effect | inhibition, % at 20 µM, or IC50 in µM where a hit was titrated | 290,000 compounds, 0.19% hits; in the data active = inhibition mostly above about 51%, no sharp cut-off; inconclusive = no clear call, values can overlap the other calls; inactive = mostly below about 53%; also: some results filed as inactive read as strong as hits
HIV fusion peptide: inhibitors of HIV fusion peptide binding, primary screen, biochemical, uHTS, fluorescence dequenching (AID 1986) | cell-free peptide binding, fluorescence dequenching, 30 min; higher % means a stronger effect | inhibition, % at 20 µM, or IC50 in µM where a hit was titrated | 290,000 compounds, 0.3% hits; in the data active = inhibition mostly above about 52%, no sharp cut-off; inactive = mostly below about 76%; also: some results filed as inactive read as strong as hits
* hit, by the source's call; ? = inconclusive; / = no result given; [ ] = dose if it differs, or a comment. The list is partial; rates above refer to the full screens.

Fields – AID2073 | KOR beta-arrestin-1 | GPR55 LPI antagonism | KOR beta-arrestin-2 | GPR55 activation | NOD1 NF-kB reporter | GPR35 arrestin U2OS | HIV fusion peptide | SIAH1 antagonists
> Cc1cc2nc(-c3ccncc3)cc(C(F)(F)F)n2n1
  25% | 8%[20 µM] | 0% | / | -0.1% | -17% | 16% | -0.4% | 8%
> CCc1ccc(NC(=O)C(C)OC(=O)/C=C/c2cccc([N+](=O)[O-])c2)cc1 (configuration not stated)
  -5% | 1% | 10% | 0.7% | 0.0% | -7% | -11% | 0.3% | 2%
> O=C(c1cc(COc2ccc(F)cc2Cl)on1)N1CCSCC1
  4% | 11% | 7% | 0.9% | -0.1% | -60% | -6% | -1.3% | 3%
> C=CCSc1nnc(CNC(=O)c2ccccc2C)n1C(C)C
  -3% | -17% | 8% | -2.2% | 0.1% | -23% | 3% | 5.8% | 3%
> O=C(CSc1nnc(Nc2ccccc2)s1)Nc1cccc(S(=O)(=O)N2CCCCC2)c1
  -2% | -24% | -15% | 1.0% | 5.0% | -1% | -3% | -0.1% | -2%
> NC(=O)c1c(NC(=O)C2CCCO2)sc2c1CCC2 (configuration not stated)
  1% | 22% | -6% | -1.5% | 0.8% | -7% | -10% | 0.7% | -5%
> COc1ccc(COCC(O)CN2CCC(C(N)=O)CC2)cc1OC (configuration not stated)
  1% | -33% | -19% | -3.0% | -0.3% | -37% | 1% | -2.1% | -3%
> O=C(CSc1ccc(Cl)cc1)Nc1ccc(NC(=O)c2ccco2)cc1
  9% | -2% | 7% | 0.1% | -0.3% | 7% | 1% | -0.1% | 4%
> Cc1ccc(SCC(=O)N2N=CCC2c2ccccc2)cc1 (configuration not stated)
  -7% | -4% | -2% | -1.6% | -0.2% | -20% | -11% | -0.1% | -1%
> Cc1cc(C)c(OCC(=O)Nc2nnn(C)n2)c(Br)c1
  3% | 17% | -4% | -2.6% | -0.2% | -20% | 8% | -1.4% | 1%
> CC(=O)OCC1=C(C(=O)O)N2C(=O)C(NC(=O)CCn3nc(C)c(Cl)c3C)C2SC1 (configuration not stated)
  -14% | -5% | -1% | 8.1% | -0.4% | -22% | 4% | 6.6% | -2%
> CN1CCN(NC(=O)c2cccc(S(=O)(=O)N3CCCCCC3)c2)CC1
  3% | -43% | -6% | 1.2% | -0.1% | -13% | -12% | -0.5% | 1%
> COc1ccccc1N(CC(=O)NCCc1ccccc1)C(=O)CCC(=O)Nc1nccs1
  2% | -20% | -11% | -0.3% | -0.3% | 6% | 4% | 2.0% | -4%
> Cc1cc(=O)oc2cc(OCC(=O)N3CCN(C(=O)C4COc5ccccc5O4)CC3)c(Cl)cc12 (configuration not stated)
  11% | -3% | 9% | 0.2% | -0.1% | -18% | 1% | 0.5% | 6%
> COc1ccc(-n2c(Cc3cccn3C)nnc2SCC(N)=O)cc1
  5% | -42% | 10% | 0.7% | -0.1% | 3% | -3% | -0.4% | -8%
> COc1ccc2nc(N3CCOCC3)cc(C)c2c1
  7% | 4% | 5% | -1.3% | -0.2% | -82% | 2% | 0.7% | -5%
> CCOC(=O)C1=NNC2C(=O)N(Cc3ccccc3)C(=O)C12 (configuration not stated)
  5% | 13% | -7% | -2.8% | -0.1% | 4% | 6% | -1.0% | -1%
> CC1(C)CC(=O)C(/C=N/c2ncccc2C(=O)O)=C(O)C1
  0% | -25% | -14% | 5.4% | -0.1% | 19% | 11% | -1.4% | -4%
> CCN(CC)C(=O)C1CCCN(Cc2cccc(F)c2)C1 (configuration not stated)
  -5% | 34% | -5% | -2.6% | -0.1% | -5% | -3% | -1.6% | 3%
> CCOc1ccc2[nH]cc(C(=O)NCCCN3CCOCC3)c(=O)c2c1
  7% | -3% | 3% | -3.0% | -0.2% | -12% | -5% | 2.5% | 4%

Entries of single compounds from above:
`CCOc1ccc2[nH]cc(C(=O)NCCCN3CCOCC3)c(=O)c2c1` is listed with AID2073: 7%; KOR beta-arrestin-1: -3%; GPR55 LPI antagonism: 3%; KOR beta-arrestin-2: -3.0%; GPR55 activation: -0.2%; NOD1 NF-kB reporter: -12%; GPR35 arrestin U2OS: -5%; HIV fusion peptide: 2.5%; SIAH1 antagonists: 4%
`C=CCSc1nnc(CNC(=O)c2ccccc2C)n1C(C)C` is listed with AID2073: -3%; KOR beta-arrestin-1: -17%; GPR55 LPI antagonism: 8%; KOR beta-arrestin-2: -2.2%; GPR55 activation: 0.1%; NOD1 NF-kB reporter: -23%; GPR35 arrestin U2OS: 3%; HIV fusion peptide: 5.8%; SIAH1 antagonists: 3%

Additional structures
Fields – AID2073 | KOR beta-arrestin-1 | GPR55 LPI antagonism | KOR beta-arrestin-2 | GPR55 activation | NOD1 NF-kB reporter | GPR35 arrestin U2OS | HIV fusion peptide | SIAH1 antagonists
> CNC(=O)NC(=S)NC(=O)c1ccc(OC)cc1
  0% | -25% | 14% | -3.1% | 0.2% | 17% | -5% | 0.1% | 0%
> COc1cc(OC)c(NC(=O)CN(C)S(=O)(=O)c2ccc3[nH]c(=O)oc3c2)cc1Cl
  6% | -22% | 13% | -0.1% | 0.0% | -40% | -10% | 16% | 1%
> CCN(CC)/C(=N/O)NC(=O)NS(=O)(=O)c1ccc(C)cc1
  7% | -26% | 11% | 0.5% | -0.1% | -3% | -6% | 1.9% | -1%
> COc1ccc(-c2csc(/C(C#N)=C/Nc3cc4oc5ccccc5c4cc3OC)n2)cc1
  17% | -3% | 8% | -2.8% | -0.3% | -14% | -8% | 1.4% | -4%
> CCC(=O)Nc1ccc(S(=O)(=O)N2CCc3ccccc32)cc1
  3% | 22% | -19% | 2.6% | 0.6% | 13% | 1% | 0.2% | 1%
> COc1cc(/C=N/N2C(=O)C3C4C=CC(CC4)C3C2=O)ccc1O (configuration not stated)
  3% | 1% | 3% | 6.7% | -0.2% | -35% | -1% | -0.7% | 7%
> CC(=O)N1c2ccc(S(=O)(=O)N3CCC(C(=O)NC4CCCCC4C)CC3)cc2CC1C (configuration not stated)
  4% | -8%[20 µM] | 3% | -4.4% | -0.1% | 2% | 11% | -1.3% | -6%
> COc1ccc(C(c2sc3nc(C)nn3c2O)N2CCN(CCO)CC2)cc1OC (configuration not stated)
  2% | 8% | 7% | -0.3% | 0.2% | -6% | 10% | -2.0% | 2%
> COc1cccc(C(C(=O)NC(C)(C)C)N(C(=O)CCC(=O)Nc2cc(C)on2)c2ccc3c(c2)OCCO3)c1OC (configuration not stated)
  1% | -11% | 3% | -3.2% | 0.6% | -27% | -2% | 1.1% | 15%
> O=C1c2ccccc2-c2nc3ccccc3cc21
  24% | -5% | 14% | 55% | -0.2% | -2% | -5% | 1.2% | 2%
> CCCCNC(=S)N1CCN(c2nc3ccccc3s2)CC1
  -5% | -16% | -6% | -1.2% | -0.1% | -34% | -8% | 0.5% | 0%
> O=C(COC(=O)c1oc2ccccc2c1CSc1ccc(Cl)cc1)NC1CCCC1
  -2% | 11% | 28% | 1.0% | 0.1% | -14% | 11% | 4.1% | 26%
> O=C(O)/C(=C\c1ccccc1OC(F)F)c1ccc(-c2ccccc2)cc1
  26% | -8% | -2% | 11% | -0.1% | 21% | 7% | 35% | 4%
> CN(CC(=O)NCCCN1CCOCC1)S(=O)(=O)c1ccc(Br)cc1
  -5% | -16% | -12% | 0.6% | -0.1% | -9% | 12% | -0.4% | 3%
> COc1ccccc1CNC(=O)Cc1ccc(Br)cc1
  0% | -14% | 0% | 5.1% | -0.3% | 18% | 8% | -1.3% | -10%
> CN(C)c1ccc(SC#N)cc1
  -31% | 6% | 8% | -0.6% | -0.2% | 0% | 1% | 0.8% | 5%
> O=C(O)C1NCCc2ccccc21 (configuration not stated)
  -6% | 14% | 8% | 2.2% | -0.2% | 4% | 2% | 4.0% | 6%
> Cc1ccc(NC(=O)c2sc3nc(C)nc(N4CCN(c5ccccn5)CC4)c3c2C)c(C)c1
  45% | 21% | 19% | -2.0% | 0.2% | 34% | 11% | -0.7% | -1%
> Cc1cccc(CC(=O)c2c[nH]c3ccccc23)c1
  3% | 13% | 4% | 1.6% | -0.1% | 4% | -2% | 0.9% | 12%
> CC(C)CNC(=O)c1ccccc1NC(=O)c1ccc(CN2CCOCC2)cc1
  6% | 25% | 8% | -4.0% | -0.2% | -10% | 5% | -2.2% | 7%
> COc1ccc(C(=O)NC2(C(F)(F)F)N=C3SCCN3C2=O)cc1 (configuration not stated)
  -12% | -5% | 9% | -1.9% | 0.2% | -14% | 7% | 2.0% | -3%
> O=C(CSc1nnc(NC(=O)c2ccco2)s1)Nc1ccccc1F
  11% | -7% | 8% | -2.2% | 0.3% | -31% | 15% | 1.4% | -1%
> O=C(NC1CCCCC1)C(c1ccccc1)N(Cc1ccc2c(c1)OCO2)C(=O)c1cnsn1 (configuration not stated)
  -2% | -21% | 10% | -1.8% | 0.4% | -40% | -14% | -1.9% | 11%
> O=C(CCNc1cccc(C(F)(F)F)c1)c1ccco1
  -7% | -10% | -18% | / | 0.3% | -15% | 6% | -1.7% | 0%
> COc1ccc(NC2=NCCC2)cc1
  3% | -37% | -2% | 4.9% | -0.3% | 8% | 7% | -3.2% | -1%
> CCc1cc(C(=O)c2ccc(C)cc2)c(NC(=O)CCl)s1
  ? | 12% | 18% | 7.4% | 1.7% | 56% | 33% | -0.9% | 4%
> Cc1cc(N2CCCCC2)nc2ccccc12
  -1% | -3% | -9% | -5.3% | -0.3% | -24% | -10% | -0.8% | 5%
> Cc1cc(S(=O)(=O)N2CCC(NC(=O)C34CC5CC(CC(C5)C3)C4)CC2)ccc1-n1cnnn1
  8% | 19% | 6% | -8.5% | -0.3% | 6% | 2% | -1.4% | -2%
> O=C(CN(Cc1ccccc1)S(=O)(=O)c1ccccc1)N/N=C/c1ccccc1C(=O)O
  -2% | -27% | -1% | -2.4% | 0.3% | -48% | -11% | 1.1% | 12%
> O=C(Nc1ccc([N+](=O)[O-])cc1)N1CCN(C(=O)C2CCCO2)CC1 (configuration not stated)
  -2% | 10% | 27% | -4.5% | -0.1% | -26% | 11% | 1.1% | 18%
> CCC(=NCCc1ccccc1)C1=C(O)CCC1=O
  -3% | -27% | -7% | 10% | 0.1% | -12% | -19% | 0.9% | -3%
> CCn1c(SCC(=O)N2CCCCC2)nc2c1c(=O)n(C)c(=O)n2C
  -5% | 3% | 2% | -2.4% | 0.3% | -28% | -9% | 1.5% | 4%
